Mito fusion act = qHTS Assay for Small Molecule Inhibitors of Mitochondrial Division or Activators of Mitochondrial Fusion | Potency, µM (top dose mostly 46.1 µM), inactives show top-dose growth rescue (activation), actives largely listed as activators | S. cerevisiae fusion-defective mutant growth rescue, CellTiterGlo 48 h | hit rate 0.23% among 320,000 | AID 485298, 2010;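 note: potency is the fitted concentration of half-maximal effect; % of control where 0% means no effect; nearly all actives have a fitted effect of over 45% in size; temperature-sensitive fusion mutants such as fzo1-1 at 37 °C on non-fermentable ethanol glycerol medium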
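Compounds are tested for their ability to restore growth of mitochondrial fusion-defective yeast strains at non-permissive 37C in YPEG medium over 48 hours. Viability is quantified by luciferase luminescence.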
TCR act = Activators of T cell receptors: qHTS campaign | primary human leukocytes, anti-CD3, IL-2 HTRF, 48 h | Potency, µM (titrated, usually from 9.22 µM), inactives show at the highest dose activation of IL-2 secretion, actives largely listed as activators | 330,000 tested, under 10 active | AID 504894, 2011; note: % of control where 0% means no effect
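IL-2 release read by HTRF sandwich (Eu cryptate donor, d2 acceptor, 665 nm emission) after 48 hr exposure of primary human leukocytes to compound together with anti-CD3 beads in the absence of co-stimulatory signals.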
Tb PFK block = qHTS Assay to Find Inhibitors of T. brucei phosphofructokinase | Potency, µM (doses to about 57.5 µM), for inactives: at the highest dose activity, negative = inhibition, hits mostly inhibitors | T. brucei PFK, ADP-Glo luminescence | AID 485367, 2010 | hit rate 0.17% among 330,000 | ATP-dependent 6-phosphofructokinase (Trypanosoma brucei brucei), O15648;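 note: potency is the fitted concentration of half-maximal effect; 0% = uninhibited 1x PFK enzyme wells and -100% = no-enzyme wells; nearly all actives have a fitted effect of over 60% in size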
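Luminescent ADP detection (ADP-Glo, two-step: ATP depletion then ADP-to-ATP conversion for luciferase) reported PFK activity after 45 min room-temperature reaction of 1.25 nM enzyme with 0.5 mM F6P and 0.1 mM ATP at pH 8.0.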
B2AR arrestin = qHTS assay of beta-arrestin-biased ligands of beta2-adrenergic receptor | beta-arrestin recruitment to beta2AR, cell-based reporter | Potency, µM (doses to about 46.1 µM), without a hit: at the top dose activation, actives largely listed as activators | hit rate 0.02% among 330,000 | AID 492947, 2010;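 note: potency is the fitted concentration of half-maximal effect; 0% = DMSO controls and full agonism = EC100 isoproterenol or metaproterenol; nearly all actives have a fitted effect of over 65% in size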
ELG1 repair inh = qHTS screen for small molecules that inhibit ELG1-dependent DNA repair in human embryonic kidney (HEK293T) cells expressing luciferase-tagged ELG1; hit rate 2.3% among 330,000; Potency, µM (top dose mostly 46.1 µM), for the others: at the highest dose activity change, negative = inhibition, actives largely listed as inhibitors; HEK293T ELG1-luciferase reporter, luminescence, 16 h; DNA damage induced by 5-fluorouridine; AID 504467, 2011; note: potency is the fitted concentration of half-maximal effect; % is set by controls: 0 for no effect and ±100 for the full control effect; nearly all actives have a fitted effect of over 55% in size
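Luminescence from the luciferase reporter, measured 30 min after ONE-Glo reagent at room temperature, was the read-out. Beforehand, 2,000 cells per well were exposed for 16 hr at 37 °C to 5-fluorouridine together with compound or vehicle.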
Chronic BCR inh = qHTS Assay to Find Inhibitors of Chronic Active B-Cell Receptor Signaling; ABC-DLBCL IkBa-CBG/CBR reporter, luminescence ratio, 4 h; Potency, µM (doses to about 46.1 µM), without a hit: at the highest dose ratio change, negative = lower green/red ratio, most hits filed as inhibitors; hit rate 0.05% among 340,000; AID 493014, 2011; active = well fitted inhibition curve with a large enough effect in the signal ratio, with a control signal flat, not every such curve was filed as active; inconclusive = small, poorly fitted or top-dose-only effect, or effect the other way, or a change in a side signal; the % refers to the signal ratio;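 note: potency is the fitted concentration of half-maximal effect; plate controls were basal doxycycline-induced cells for no effect and cells given 10 µM MG132 for full effect; MG132 reads +100%, hits lower the ratio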
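Compounds up to 46 uM were incubated four hours with TMD8 cells whose green CBG68 luciferase is fused to IkappaBalpha; red CBR luminescence normalised the signal, and concentration-effect curves were fitted to fusion, red and ratio data.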
USP2a block = qHTS Assay for Inhibitors of Ubiquitin-specific Protease USP2a Using CHOP2 as the Reporter | Ubiquitin carboxyl-terminal hydrolase 2 (Homo sapiens), O75604 | USP2 core, Ub-CHOP2 coupled fluorogenic reporter, 485/531 | Potency, µM (top dose mostly 38.3 µM), without a hit: at the top dose activity change, negative = inhibition, most hits filed as inhibitors | hit rate 0.01% among 330,000;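 note: potency is the fitted concentration of half-maximal effect; plate controls were DMSO wells for no effect and full inhibition by NEM control for full effect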
Target sequence (O75604 whole entry, looked up): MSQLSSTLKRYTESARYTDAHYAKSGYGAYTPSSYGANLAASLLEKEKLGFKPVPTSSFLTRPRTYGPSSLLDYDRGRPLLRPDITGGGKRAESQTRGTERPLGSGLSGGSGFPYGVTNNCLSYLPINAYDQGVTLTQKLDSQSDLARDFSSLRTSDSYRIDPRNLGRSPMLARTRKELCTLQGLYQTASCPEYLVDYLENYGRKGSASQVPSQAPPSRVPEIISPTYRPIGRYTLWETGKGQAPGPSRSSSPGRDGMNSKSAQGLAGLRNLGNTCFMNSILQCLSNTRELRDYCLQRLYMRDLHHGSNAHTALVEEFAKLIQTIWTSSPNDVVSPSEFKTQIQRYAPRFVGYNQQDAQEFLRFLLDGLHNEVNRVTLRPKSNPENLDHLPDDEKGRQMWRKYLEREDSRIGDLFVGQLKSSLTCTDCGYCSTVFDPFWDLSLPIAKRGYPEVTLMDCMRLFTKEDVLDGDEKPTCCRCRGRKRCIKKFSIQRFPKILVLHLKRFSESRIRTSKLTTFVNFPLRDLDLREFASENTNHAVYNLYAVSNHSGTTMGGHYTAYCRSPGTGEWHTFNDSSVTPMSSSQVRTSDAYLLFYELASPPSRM
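Deubiquitinase activity read as fluorescence (485/531 nm) after Ub-CHOP2 cleavage activates the enterokinase reporter on its substrate; USP2 core 10nM, Ub-CHOP2 and substrate 25nM each, 30min compound preincubation then 60min RT; data normalized to NEM, curves fitted.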
TSHR antagonist = Antagonists of the Thyroid Stimulating Hormone Receptor: HTS campaign. Thyrotropin receptor (Homo sapiens), P16473. TSHR-expressing cells, TSH-stimulated cAMP HTRF, 2 h; stronger effect = lower value. activity change, negative = inhibition, % at 11.5 µM. hit rate 0.2% among 330,000;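 active = activity change below a set negative limit, meaning inhibition stronger than a set level, cut at about -70% in these data; inconclusive = activity change between two set negative limits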; note: % is set by controls: 0 for no effect and ±100 for the full control effect
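Inhibition of cAMP made by TSHR-expressing cells under TSH stimulation (4nM final, EC80; 2 h, 37 deg C) is quantified with a one-step lysis HTRF kit, anti-cAMP cryptate versus cAMP-d2.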
Eya2 inh = qHTS Assay for Inhibitors of the Phosphatase Activity of Eya2 | Potency, µM (top dose mostly 76.9 µM), for inactives: at the top dose activity, negative = inhibition, actives largely listed as inhibitors | hit rate 0.006% among 330,000 | recombinant Eya2, OMFP fluorescence dephosphorylation (OMFP is methylfluorescein phosphate); note: potency is the fitted concentration of half-maximal effect; % is set by controls: 0 for no effect and ±100 for the full control effect
Target sequence (O00167 whole entry, looked up): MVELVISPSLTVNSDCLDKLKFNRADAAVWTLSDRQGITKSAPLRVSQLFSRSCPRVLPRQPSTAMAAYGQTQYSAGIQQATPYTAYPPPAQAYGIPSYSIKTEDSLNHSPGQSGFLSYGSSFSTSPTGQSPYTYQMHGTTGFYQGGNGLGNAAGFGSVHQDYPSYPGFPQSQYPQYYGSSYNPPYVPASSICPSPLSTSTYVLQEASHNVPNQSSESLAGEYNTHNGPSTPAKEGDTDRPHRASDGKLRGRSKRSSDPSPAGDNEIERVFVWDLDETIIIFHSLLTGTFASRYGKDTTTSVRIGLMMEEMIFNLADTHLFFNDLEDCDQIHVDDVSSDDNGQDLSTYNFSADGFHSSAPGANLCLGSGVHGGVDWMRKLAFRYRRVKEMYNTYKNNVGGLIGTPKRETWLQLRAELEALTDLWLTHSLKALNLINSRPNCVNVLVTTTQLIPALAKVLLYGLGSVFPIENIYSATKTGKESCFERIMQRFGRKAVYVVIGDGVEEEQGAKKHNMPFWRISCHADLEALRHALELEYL
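Eya2 (0.2 uM) preincubated 10 min at ambient with compound, then OMFP substrate added at 50 uM; 10 min reaction in 50 mM HEPES pH 7.5, 50 mM NaCl, 5 uM MgCl2, 0.05% BSA, 1 mM DTT. Fluorescence read at Ex 485/Em 525 nm.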
uPA surface inh = qHTS for Inhibitors of Cell Surface uPA Generation | Potency, µM (series often up to 38.3 µM), without a hit: at the highest dose activity change, negative = inhibition, usual class: inhibitors | hit rate 0.31% among 330,000 | AID 540303, 2011 | cell surface uPA generation assay, qHTS; active = well fitted inhibition curve with a large enough effect; inconclusive = small, poorly fitted or top-dose-only effect; inactive = no such curve, though single readings can be large or run the other way; tested in mouse RAW 264.7 cells; note: potency is the fitted concentration of half-maximal effect; % is set by controls: 0 for no effect and ±100 for the full control effect; nearly all actives have a fitted effect of over 55% in size
TSG101-PTAP inh = qHTS Assay for Iinhibitors of HIV-1 Budding by Blocking the Interaction of PTAP/TSG101. 340,000 tested, under 10 active. Tumor susceptibility gene 101 protein (Homo sapiens), Q99816. Potency, µM (top dose mostly 115 µM), for inactives: at the top dose activity change, negative = inhibition, actives largely listed as inhibitors. AID 493005, 2010. Fluorescence polarization, FITC-PTAP peptide / Tsg101 binding; active = well fitted inhibition curve with a large enough effect in the main read-out, with a control signal flat, not every such curve was filed as active; inconclusive = small, poorly fitted or top-dose-only effect, or effect the other way, or a change in a side signal; inactive = no such curve, though single readings can be large or run the other way; note: potency is the fitted concentration of half-maximal effect; % of control where 0% means no effect
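Steps: Tsg101 binding domain dispensed (10 uM final), compounds pinned in DMSO, FITC-labeled PTAP-motif peptide added (50 nM final); after 20 min binding at room temperature, polarization measured.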
An asterisk follows results filed as active; ? = inconclusive; nt = no result given; [ ] = another dose, or the depositor's remark. Unless noted, calls come from the whole dose curve; as a rule, active = well fitted curve in the direction sought with a large enough effect; inconclusive = small, poorly fitted or top-dose-only effect, or another doubt; inactive = no such curve, though single readings can be large; an effect the other way counts as inactive or inconclusive.

SMILES	Mito fusion act	TCR act	Tb PFK block	B2AR arrestin	ELG1 repair inh	Chronic BCR inh	USP2a block	TSHR antagonist	Eya2 inh	uPA surface inh	TSG101-PTAP inh
COc1ccc(C(=O)N2CCN(c3ccccc3Cl)CC2)cc1S(=O)(=O)NC1CC1	-0.5%	-7.5%	-0.9%	-1.0%	-1.3%	-13.7%	-5.2%	14.1	3.6%	-5.0%	-2.9%
COc1ccc([N+](=O)[O-])cc1NC(=O)C(C)OC(=O)/C=C/c1ccco1 (stereo unspecified)	13.8%	-4.6%[46.1 µM]	-4.9%	-3.1%	-21.7%	-2.4%	0.2%	-13.0	-5.2%	3.4%	-2.4%
CCN(CC)C(=O)c1sc2nc(-c3cccs3)cc(-c3ccc(Cl)cc3)c2c1N	-1.2%	-12.0%	-0.8%	0.0%	?	-0.2%	?	1.8	-7.7%	2.4%	?
COc1ccc(/C=N/Nc2nc(C)cc(-c3ccccc3)n2)cc1OC	-16.4%	2.1%	1.1%	-0.5%	?	?	-0.3%	-17.6	-1.5%	-2.1%	-0.8%
Cc1cc(Br)ccc1NC(=O)c1ccccc1-c1ccccc1	14.1µM*	-1.7%[46.1 µM]	2.1%	-0.4%	-4.2%	12.2%	-1.8%	-1.4	4.0%	?	2.5%
COc1cccc(NC(=O)CN(C)C(=O)c2cc(S(=O)(=O)N3CCCCCC3)ccc2OC)c1	-4.5%	-3.1%	6.8%	0.1%	-16.1%	1.6%	2.2%	0.3	-14.4%	5.4%	-6.6%
O=C(Nc1cc(F)ccc1F)C1CCCN1S(=O)(=O)c1cccc2nsnc12 (stereo unspecified)	2.6%	-4.3%	0.6%	0.1%	-7.6%	-27.3%	-0.2%	2.3	-8.7%	3.6%	-3.1%
CCC(C)NC(=O)Cn1nc([N+](=O)[O-])c(Cl)c1C (stereo unspecified)	4.8%	7.7%	-18.4%	-0.1%	6.3%	3.0%	-2.5%	-2.4	-13.7%	-1.5%	-0.1%
COc1ccc(OC)c(C(=O)c2coc3ccc(OCC(=O)O)cc23)c1	-0.7%	-3.3%	-3.2%	0.1%	10.9%	?	3.1%	1.5	13.3%	2.3%	-3.8%
COC(=O)c1ccc(CSc2nc3c(cnn3-c3ccc(Cl)cc3)c(=O)[nH]2)o1	-2.7%	2.3%	-4.9%	0.0%	1.0%	-0.5%	2.4%	-2.7	-24.4%	2.5%	-1.9%
CN(C)/C=C(/C(=O)c1ccc(F)cc1)S(=O)(=O)c1ccc(F)cc1	3.7%	3.6%	-14.2%	-0.3%	?	11.4%	-1.3%	1.4	2.5%	0.4%	-0.1%
N#C/C(=C(/O)CCl)c1nc(-c2ccccc2)cs1	5.6%	-1.6%	-2.4%	-0.4%	?	-11.1%	-0.3%	-0.9	?	4.9%	-3.2%
CC(CCc1ccccc1)NC(=O)c1ccc(-n2cncn2)c([N+](=O)[O-])c1 (stereo unspecified)	3.1%	-6.4%	2.5%	-0.1%	6.2%	2.2%	1.0%	0.1	-13.7%	0.8%	-3.5%
Cc1cccc2cc(CN(C(=O)c3cccs3)c3ccccc3)c(=O)[nH]c12	-0.3%	-5.8%[46.1 µM]	4.3%	-1.4%	-1.7%	?	0.6%	-1.2	1.3%	0.5%	1.4%
CCn1cc(Cl)c(C(=O)NNC(=O)CCn2cc([N+](=O)[O-])cn2)n1	-1.6%	-0.7%[46.1 µM]	-3.1%	0.8%	2.5%	3.3%	0.7%	1.7	10.4%	5.1%	0.0%
Cc1c(NC(=O)COC(=O)c2c3c(nc4ccccc24)CCCC3)c(=O)n(-c2ccccc2)n1C	-4.1%	-2.1%[46.1 µM]	5.1%	0.1%	-23.7%	1.6%	1.0%	3.3	-1.2%	2.5%	-1.9%
CON/C=C(\C=Nc1ccc(Cl)cc1)c1ncc(C(F)(F)F)cc1Cl	6.3%	-6.1%	0.3%	-0.6%	15.3%	-8.2%	2.6%	-15.1	22.3%	2.5%	-4.9%
O=C1OC(N2CCN(C/C=C/c3ccccc3)CC2)c2ccccc21 (stereo unspecified)	-0.2%	9.4%	-2.6%	0.1%	-5.4%	1.9%	-0.5%	4.4	-25.9%	2.9%	-9.1%
Cc1ccc(C)c(NC(=O)CSc2nnc(Cc3cccn3C)n2-c2ccc(F)cc2)c1	5.6%	-3.8%[46.1 µM]	-2.4%	-0.5%	-14.6%	-0.2%	4.6%	-2.8	-4.1%	6.0%	-1.0%
Cc1ccc(C(=O)N2C(=O)c3cccc(N)c3C2=O)o1	-2.9%	8.4%	1.3%	-0.1%	13.3%	?	0.1%	2.5	9.5%	-2.3%	-3.4%
O=c1[nH]c(CN2CCN(Cc3ccccc3)CC2)nc2scc(-c3ccccc3)c12	1.7%	-4.7%	20.9%	-0.1%	?	-6.7%	-7.9%	-5.0	-11.3%	-1.6%	-2.5%
CCOC(=O)CN(C(=O)CSc1nnc(CNc2ccc(F)cc2)n1C)c1ccccc1	-1.2%	-0.6%	0.9%	0.0%	-0.3%	5.6%	3.0%	2.0	4.3%	-0.6%	-1.9%
O=C(Nc1nc(-c2ccccc2)cs1)c1cccc([N+](=O)[O-])c1C(=O)O	-0.5%	-1.2%[46.1 µM]	-0.4%	-0.2%	17.2%	-17.8%	-1.7%	-0.6	-14.1%	4.0%	2.2%
CCC(=O)c1cc2c(C)cc(=O)oc2c(C)c1O	1.7%	2.5%	-0.7%	0.3%	?	3.9%	2.3%	-7.3	1.0%	7.3%	1.2%
N=c1c2c(n(Cc3cccc(Cl)c3)c3c1CCC3)CCCC2	18.5%	-2.6%[46.1 µM]	5.4%	0.3%	?	?	-2.3%	-12.3	-5.3%	?	-4.5%
O=C(O)CCCn1cc(NC(=O)c2c(F)cccc2F)cn1	-1.2%	-0.1%	9.9%	-0.2%	0.5%	-3.0%	-0.7%	-3.4	-2.4%	5.8%	-1.8%
CCOc1cc(N2CCOCC2)c(OCC)cc1NC(=O)CC12CC3CC(CC(C3)C1)C2	26.8%	-4.1%	1.6%	4.5%	?	8.4%	-0.2%	-12.5	-13.9%	7.0%	-6.4%
CN1C(=O)C(C)(C)c2cc(S(=O)(=O)NCc3ccc(Cl)cc3)ccc21	2.0%	-1.2%	2.6%	-0.8%	13.6%	-11.1%	1.8%	-9.4	-0.1%	10.9%	-1.1%
Cc1ccc(/C=N/NC(=O)c2cccs2)o1	-7.2%	-1.4%[46.1 µM]	2.7%	-0.3%	?	?	-1.5%	-0.7	0.2%	7.4%	-2.2%
Cc1cccc(C)c1NC(=O)NC1(C(=O)NCC2CCCO2)CCCCC1 (stereo unspecified)	-2.0%	-6.7%	0.5%	-0.2%	-0.4%	-13.1%	-0.5%	2.2	-8.6%	5.4%	-3.5%
CCn1c2ccccc2c2cc(NC(=O)COC(=O)c3ccc(NC(=O)CC#N)cc3)ccc21	-3.3%	7.1%	?	-0.3%	?	-14.7%	-20.3%	0.0	-19.9%	6.1%	-0.2%
Cc1ccc(C)c(C(=O)C(C)OC(=O)c2cccn2C)c1 (stereo unspecified)	6.5%	1.4%	-1.3%	0.4%	0.4%	?	4.2%	-11.7	10.8%	-0.2%	0.1%
O=c1[nH]c2cc3c(cc2cc1CN(Cc1ccc2c(c1)OCO2)Cc1nnnn1CC1CCCO1)OCO3 (stereo unspecified)	0.1%	-15.7%	-2.1%	-0.4%	-21.4%	-1.8%	2.5%	-12.8	12.6%	nt	-10.0%
COc1ccc(OC)c(CN2CCN(c3ccccc3OC)CC2)c1	-4.0%	1.3%	-4.8%	0.1%	-1.0%	-0.3%	0.1%	4.8	-4.1%	nt	-6.7%

High-throughput results from PubChem BioAssay.
